High-throughput results deposited in PubChem BioAssay by several laboratories.
MC4R barr agon: activates human MC4R beta-arrestin recruitment; P32245; U2OS MC4R beta-arrestin complementation, luminescence; percent of melanotan II response, DMSO zero; activation, % at 8.9 µM; actives 0.98% (n = 360,000); AID 540308;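 active means activation above a per-plate cutoff, the mean activation of sample wells on that plate plus 3 SD, cut at about 8% in these data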
PDI turbidity: blocks human protein disulfide isomerase activity. P07237. PDI insulin aggregation turbidity, A650, 90 min. inhibition, % at 10 µM. actives 0.052% (n = 350,000). AID 588391;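 active means mean inhibition across replicates of 30% or more, whatever share of single replicates reach that level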;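 further: absorbance from insulin aggregation driven by PDI reduction with DTT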
Target sequence (P07237 whole entry, looked up): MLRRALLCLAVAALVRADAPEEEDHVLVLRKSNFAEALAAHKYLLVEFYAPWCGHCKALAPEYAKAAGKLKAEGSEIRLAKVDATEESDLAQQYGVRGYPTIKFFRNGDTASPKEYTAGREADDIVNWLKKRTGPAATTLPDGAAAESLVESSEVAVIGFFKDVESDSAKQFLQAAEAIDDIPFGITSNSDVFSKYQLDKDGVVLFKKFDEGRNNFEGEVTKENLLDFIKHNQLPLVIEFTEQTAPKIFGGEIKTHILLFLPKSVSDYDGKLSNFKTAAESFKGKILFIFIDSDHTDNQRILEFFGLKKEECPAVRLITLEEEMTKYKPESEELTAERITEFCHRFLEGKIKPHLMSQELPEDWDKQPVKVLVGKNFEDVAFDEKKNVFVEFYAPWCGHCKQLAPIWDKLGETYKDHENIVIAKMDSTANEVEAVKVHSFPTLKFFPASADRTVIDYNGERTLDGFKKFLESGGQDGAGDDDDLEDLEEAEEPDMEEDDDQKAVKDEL
Exocytosis inh: lytic granule exocytosis inhibition; inhibition, % at 10 µM; actives 0.66% (n = 360,000); TALL-104 LAMP-1 surface exposure, flow cytometry; cells stimulated with thapsigargin and PMA; AID 651702;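 active means inhibition above about 55%, limit read from the data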
HTR2A ag: mouse HTR2A agonism via beta-arrestin recruitment | activation, % at 7.6 µM | actives 0.66% (n = 360,000) | CHO-K1 mHTR2A beta-arrestin complementation, luminescence; percent of 30 µM serotonin response | P35363 | AID 624169;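 active means activation above a run cutoff, the mean activation of all tested compounds plus 3 SD, cut at about 14% in these data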;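 further: 0% = plate median of compound wells and 100% = 30 µM serotonin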
Target sequence (P35363 whole entry, looked up): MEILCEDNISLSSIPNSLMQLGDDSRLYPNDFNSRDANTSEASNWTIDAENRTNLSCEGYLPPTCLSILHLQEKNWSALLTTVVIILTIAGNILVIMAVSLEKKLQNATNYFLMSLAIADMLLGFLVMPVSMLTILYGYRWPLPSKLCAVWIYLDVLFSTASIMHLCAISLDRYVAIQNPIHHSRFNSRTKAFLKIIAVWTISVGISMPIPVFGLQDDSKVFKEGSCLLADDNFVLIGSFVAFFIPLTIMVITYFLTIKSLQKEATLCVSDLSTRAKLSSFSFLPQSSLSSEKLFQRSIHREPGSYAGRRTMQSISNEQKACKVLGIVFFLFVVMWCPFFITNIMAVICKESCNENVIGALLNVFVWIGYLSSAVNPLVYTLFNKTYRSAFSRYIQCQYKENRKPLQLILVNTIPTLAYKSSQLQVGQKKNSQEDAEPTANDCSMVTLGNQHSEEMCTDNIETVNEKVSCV
CaV13 FRET inh: Disruptors of the CACNA1D IQ motif to Ca2+-dependent inactivation inhibitor domain association, primary screening, Förster resonance energy transfer in intact living …; inhibition, % at 12.3 µM; actives 0.098% (n = 340,000); HEK cells, CFP/YFP FRET ICDI-IQ, plate reader, 10 min; percent FRET-ratio fall versus neutral wells;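 active means mean replicate inhibition of at least 30% and at least 1% of replicates passing that level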;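 further: 0% = median of the neutral control wells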
ABHD5-PLIN5 inh: ABHD5-PLIN5 protein interaction inhibition. Q00G26+Q8WTS1. Split G. princeps luciferase complementation, luminescence, 4 h. inhibition, % at 4 µM. actives 0.78% (n = 360,000). AID 602281;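 active means inhibition above the mean inhibition across every tested compound plus 3 SD, cut at about 22% in these data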;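 further: 0% = DMSO only wells and the 100% control is not disclosed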
Glyco luc inh: N-linked glycosylation inhibition; reporter increase, % at 12.5 µM; AID 588692; D54 ERlucT glycosylation luciferase reporter, 24 h; percent of 100 nM tunicamycin response; actives 0.23% (n = 360,000);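 active means mean luciferase reporter signal, scaled so untreated is 0 and the glycosylation-blocking control 100, at or above a set limit in every replicate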;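 further: luciferase carries N-glycosylation sites so blocking glycosylation raises the light; 0% = median of neutral control wells and 100% = median of 100 nM tunicamycin wells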
ABCB6 inh 2: inhibitors of human ABC transporter ABCB6; Q9NP58; K562-ABCB6 porphyrin accumulation, flow cytometry, 1 h; hits give low values; fluorescence ratio to DMSO, % at 10 µM; actives 0.19% (n = 360,000);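 active means fluorescence ratio to DMSO below 75%, the collection mean minus 3 SD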;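 further: signal is porphyrin accumulated inside mitochondria; 100% equals median channel fluorescence of DMSO control wells; lower ratio means ABCB6 inhibition with less porphyrin fluorescence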
H9c2 protect: modulators protecting cardiomyocytes from myocardial damage. H9c2 cardiomyocytes, H2O2 injury protection, ATPLite, 2 h. protection from H2O2 cell death, % at 20 µM. actives 0.63% (n = 360,000);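 active means compounds giving at least 50% protection of heart cells from peroxide-induced death in the single-dose screen, raw or plate-pattern-corrected value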;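 further: 0% = DMSO wells with peroxide and 100% = DMSO wells without peroxide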
MC4R antag cAMP: antagonists of human melanocortin 4 receptor (MC4R). AID 540295. inhibition, % at 6.5 µM. MC4R-expressing cells, MTII-stimulated cAMP, LANCE TR-FRET. actives 0.48% (n = 360,000);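 active means inhibition above its plate's cutoff, the mean of tested wells on that plate plus 3 SD, cut at about 29% in these data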;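 further: 0% = Melanotan II alone and 100% = Melanotan II plus saturating MCL0020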
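Assay system: U2OS-MC4R stable cell line; Also added: Melanotan II; Technique: Eu-cAMP/anti-cAMP TR-FRET, emission 671 nm; Times: 30-min compound, 1-h challenge, 1-h detection, room temperature.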
Active calls of the source: *; . = no result given.

SMILES	MC4R barr agon	PDI turbidity	Exocytosis inh	HTR2A ag	CaV13 FRET inh	ABHD5-PLIN5 inh	Glyco luc inh	ABCB6 inh 2	H9c2 protect	MC4R antag cAMP
COc1ccc(C(C)C)cc1-c1ccc2nncn2c1	0.1	-4	-4	6	-3	2	0	102	-6	2
COC(=O)[C@H]1C[C@H](OC(=O)NC2CCCC2)[C@@]2(O)CN(S(=O)(=O)c3ccc(C)cc3)CC2[C@H]1C(=O)OC (some centres undefined)	-0.8	14	4	4	-4	-1	0	94	4	1
CCS(=O)(=O)N1CCC(NC(=O)c2cc(OC)cc(OC)c2)CC1	-0.8	-9	7	0	.	2	1	99	2	6
Cc1ccc(OCC(=O)N(Cc2ccco2)c2c(N)n(Cc3ccccc3)c(=O)[nH]c2=O)cc1C	-2.4	8	0	2	-2	-2	-1	101	0	8
COc1cc(C2CC(=O)c3c([nH]c(C(=O)OCCOC(C)C)c3C)C2)cc(OC)c1OC (centres undefined)	0.1	.	-2	9	-10	-1	-6	98	-41	8
NC1=NC(c2ccc(Cl)cc2)N(c2ccc(S(N)(=O)=O)cc2)C(N)=N1 (centres undefined)	-0.6	13	6	4	-19	1	1	97	6	-2
CN(C)/C=C(\C#N)C(=O)N/N=C/c1ccc(F)cc1	0.4	3	0	-1	8	1	0	100	-4	1
COC(=O)c1c(N)[nH]c(C(=O)c2ccccc2)c1-c1ccc(Br)cc1	.	.	-8	1	-11	-16	.	129	.	.
CCC(=O)NC(=S)Nc1ccc(NC(=O)COc2ccc([N+](=O)[O-])cc2)cc1	-2.8	-5	-5	-2	-9	-8	0	101	-4	10
O=C(NC1CC1)C1=C[C@H](c2coc3ccccc3c2=O)C[C@H](OCCCCO)O1	-1.2	-5	1	-5	-6	2	2	93	0	1
CC(C)(C)N1C(=O)c2ccccc2NC(=O)C1C(=O)Nc1ccc2c(c1)OCCO2 (centres undefined)	.	.	2	-1	-9	6	.	.	.	.
NC(=O)c1ccccc1NS(=O)(=O)Cc1ccccc1	-0.2	3	-2	1	-4	0	-1	94	14	1
CCOC(=O)c1c(C)[nH]c(C)c1C(=O)CSc1nnc(N)s1	-0.1	-2	3	0	-3	-1	1	103	-1	-5
CN(Cc1nc2ccccc2c(=O)[nH]1)C(=O)c1ccc(S(=O)(=O)N2CCCC2)cc1	-3.2	-3	2	2	-5	3	0	96	19	5
N#Cc1ccc(COC(=O)CCc2c[nH]c3ccccc23)cc1	3.0	7	44	6	-5	5	.	97	-10	-1
Cn1c(=O)c(C(=O)N2CCc3ccccc32)cc2cccnc21	-2.3	-2	-1	4	-5	5	0	95	1	0
N#CCCN(C(=O)COC(=O)c1cc(=O)[nH]c2ccccc12)c1ccccc1	2.1	-9	0	-4	-17	-8	-1	103	-4	4
COc1ccccc1N1CCN(CCCCN2C(=O)C3CCCN3C2=O)CC1 (centres undefined)	2.5	-5	-1	-3	-4	-6	1	100	-1	24
CSc1ccccc1NC(=O)CN(C)C(=O)C(C)SCc1nc2sc(C)c(C)c2c(=O)[nH]1 (centres undefined)	-1.0	-1	-3	1	-6	-3	0	95	33	3
COCCN=C1NN=C(c2ccc(NC(C)=O)cc2)CS1	-1.0	6	-3	1	-5	-24	3	101	7	-1
CCc1sc(-c2c(C#N)c(N)nc3c2CCCCCC3)cc1[N+](=O)[O-]	5.9	0	-1	-7	-3	4	2	83	-4	17
O=C(CNS(=O)(=O)c1ccc(F)cc1)N1CCN(c2ccc(F)cc2)CC1	-1.5	-7	0	-2	-6	0	2	108	-8	9
COc1ccc(-c2cc(C(=O)N(C)Cc3ccccc3F)c3ccccc3n2)cc1OC	-1.4	2	4	5	-7	8	-5	94	66*	0
Cc1ccc(-c2onc3ccc(C4OCCO4)cc23)cc1	-3.4	2	-2	1	-28	-1	-2	100	-22	12
CSc1nnc([C@H](C)NC(=O)OC(C)(C)C)o1	-1.6	5	-7	0	-4	1	0	104	1	-1
COc1ccc(C2CC(c3ccccc3)n3nnnc3N2)cc1 (centres undefined)	-0.4	6	3	4	-5	5	0	93	-6	4
O=C(Cn1c2c(c(=O)n3ncnc13)CCC2)N/N=C/c1ccc(Cl)cc1	0.1	6	-6	-2	-4	-2	1	102	-4	8
COc1cc(NC(=O)c2cccs2)c(C(=O)OCC(=O)NCc2ccco2)cc1OC	0.8	15	3	1	-6	10	1	120	31	14
CCCCN1C[C@H](COC(=O)CCC)Oc2cccc(F)c2S1(=O)=O	0.0	-4	-6	7	-10	3	2	100	-4	-6
CC(C)c1nnc(NC(=O)Cc2cccs2)s1	1.2	.	-2	-4	-6	1	1	102	4	11
CCc1cc(C(=O)N(C)CC(=O)N(CC(C)C)c2c(N)n(CC(C)C)c(=O)[nH]c2=O)sc1C	-3.7	7	-26	8	.	-3	-1	101	4	5
COC(=O)c1ccccc1OCCOc1ccccc1C(=O)OC	-2.0	-12	0	4	-4	8	1	92	6	7
CC1C2NC(=O)N(Cc3ccccc3)C1(C)Oc1ccccc12 (centres undefined)	0.5	7	2	0	-6	1	-2	93	-6	7
CC(=O)N1C(C(=O)O)CSC1c1ccc(C)cc1 (centres undefined)	1.0	.	-2	-4	-2	-4	2	105	-8	4
CCCCOc1ccc(C(=O)NCc2ccco2)cc1	0.1	-1	-2	3	-5	-2	-1	93	-4	4
COc1ccc(NC(=O)CN2C(=O)NC(c3ccccc3)(c3ccccc3)C2=O)cc1	1.1	-1	7	3	-3	-3	15	97	-3	17
N#Cc1ccc(Nc2nc(-c3ccccc3)cs2)cc1	.	.	9	-2	.	0	3	95	-12	.
Cc1cc(=O)n2nc(N3CCC(C(=O)NCCc4ccccc4)CC3)sc2n1	-1.7	1	-5	-4	.	-4	3	88	-15	0
CC(C)(C)c1ccc(OCC(=O)NN2Cc3ccccc3C2=N)cc1	-3.7	2	-3	0	-5	-6	1	96	9	22
CC1(c2nnnn2-c2ccc3c(c2)OCCO3)CCC(=O)N1C1CCN(Cc2ccccc2)CC1 (centres undefined)	.	.	-5	1	-7	-2	.	102	.	.
Cc1nc(Cl)c(N=Cc2cccc([N+](=O)[O-])c2)c(Cl)n1	-1.6	9	-6	3	-2	3	2	100	10	3
NS(=O)(=O)c1ccc(NC(=S)NC(=O)c2ccc(-c3ccccc3)cc2)cc1	1.2	8	-6	-5	-5	0	8	95	-7	-19
O=C(c1cc(-c2ccc(Br)cc2)on1)N1CCCCCC1	0.3	-46	-14	2	-5	13	-13	98	-11	-1
CC(C)(C)OC(=O)C[C@@H]1C/C=C\C[C@@H](CC(=O)N(CCO)Cc2ccccc2)C(=O)N[C@H](Cc2c[nH]c3ccccc23)COC1=O	-1.4	-1	53	-12	-9	-1	-1	96	10	5
O=S(=O)(c1ccc(Cl)cc1)c1nc(-c2ccco2)oc1N1CCCCC1	1.0	2	4	0	-6	-8	1	101	-6	8

Entries of single compounds from above. Order of values: MC4R barr agon | PDI turbidity | Exocytosis inh | HTR2A ag | CaV13 FRET inh | ABHD5-PLIN5 inh | Glyco luc inh | ABCB6 inh 2 | H9c2 protect | MC4R antag cAMP
COc1cc(NC(=O)c2cccs2)c(C(=O)OCC(=O)NCc2ccco2)cc1OC reads 0.8 | 15 | 3 | 1 | -6 | 10 | 1 | 120 | 31 | 14
Cc1ccc(-c2onc3ccc(C4OCCO4)cc23)cc1 reads -3.4 | 2 | -2 | 1 | -28 | -1 | -2 | 100 | -22 | 12

Continued.
SMILES	MC4R barr agon	PDI turbidity	Exocytosis inh	HTR2A ag	CaV13 FRET inh	ABHD5-PLIN5 inh	Glyco luc inh	ABCB6 inh 2	H9c2 protect	MC4R antag cAMP
CC(C)C(=O)NC(=S)Nc1ccc(S(=O)(=O)NC2CCCCC2)cc1	-1.5	7	0	-3	.	1	0	97	-8	1
CCOC(=O)NCN1C(=O)C2C3C=CC(C3)C2C1=O (centres undefined)	-1.2	-2	0	5	-5	2	1	90	23	7
Cc1cc(C)nc(NC(=O)c2c(-c3ccccc3Cl)noc2C)c1	-2.1	-2	6	6	-3	1	0	105	6	-3
O=C(CN1CCN(Cc2ccccc2)CC1)Nc1nc2ccccc2s1	-0.2	-1	-2	-6	-3	1	0	94	-1	16
Cc1cc(=O)oc2cc(OC(C)C(=O)NCCCN3CCCC3=O)c(Cl)cc12 (centres undefined)	-0.4	1	4	3	-8	10	1	90	2	0
O=C(/C=C/c1ccccc1)NCCc1nc2ccccc2[nH]1	-1.0	-5	18	-1	-5	-13	-4	100	-2	2
CC(=O)C(=Cc1ccc(C(=O)O)cc1)C(C)=O	-1.6	2	-2	1	-5	5	0	99	0	11
c1ccc(-c2nnc(SCc3nc4ccccc4[nH]3)n2Cc2ccco2)cc1	-2.8	7	-2	-3	.	7	-1	97	9	-3
CS(=O)(=O)c1ccc(Cl)c(NC(=O)C2CC(=O)N(Cc3ccccc3)C2)c1 (centres undefined)	-1.8	5	0	-1	-4	-8	-2	101	7	2
O=C(CN1CCN(c2cccc(Cl)c2)CC1)N1CCCC1	0.4	10	1	0	-5	-2	3	98	3	7

In the list so far, these have an aryl thioether with sulfur outside any ring.
SMILES	MC4R barr agon	PDI turbidity	Exocytosis inh	HTR2A ag	CaV13 FRET inh	ABHD5-PLIN5 inh	Glyco luc inh	ABCB6 inh 2	H9c2 protect	MC4R antag cAMP
CCOC(=O)c1c(C)[nH]c(C)c1C(=O)CSc1nnc(N)s1	-0.1	-2	3	0	-3	-1	1	103	-1	-5
CSc1ccccc1NC(=O)CN(C)C(=O)C(C)SCc1nc2sc(C)c(C)c2c(=O)[nH]1 (centres undefined)	-1.0	-1	-3	1	-6	-3	0	95	33	3
CSc1nnc([C@H](C)NC(=O)OC(C)(C)C)o1	-1.6	5	-7	0	-4	1	0	104	1	-1
c1ccc(-c2nnc(SCc3nc4ccccc4[nH]3)n2Cc2ccco2)cc1	-2.8	7	-2	-3	.	7	-1	97	9	-3
